# Cneo AK release = Cryptococcus neoformans lysis via adenylate kinase release. C. neoformans lysis, adenylate kinase release luminescence, 4 h; normalised: neutral wells 0, clomiphene wells 100. lysis activity, % at 15 µM. hit rate 0.2% among 360,000. AID 651654;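 active = mean lysis activity across replicates of at least 80%, whatever share of replicates individually reach that level; inactive = mean lysis activity below 80%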
#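 Assay system: log-phase C. neoformans yeast / Quantity: yeast cell density of 5 × 10^6 cells/mL / Medium: fresh YPD growth medium / Compound: single dose / Timing: static 4 h at 37 °C with compound, 1 h detection / Measured by: adenylate kinase release luminescence / Read-out: lysis from increased AK signal / Benchmarks: Clomiphene as positive lysis control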
# LGR2 inh = blocks bursicon-induced cAMP signaling via Drosophila LGR2. inhibition, % at 9.99 µM. HEK293 LGR2, CRE-luciferase, bursicon-stimulated, 4 h. hit rate 0.35% among 380,000;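 active = drop in luminescence signal, shown as inhibition above about 50% in the replicate tests, limit read from the data, passing the limit was not always enough; inconclusive = probably only some replicates passing the limit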;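 also: agonist challenge used bursicon conditioned medium at about half maximal strength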
# miR122 inh = inhibitors of miR-122 in Huh7 cells; Huh7 miR-122 Renilla luciferase sensor, 48 h; neutral wells = 0, positive control = 100; AID 602342; activation (reporter increase), % at 12.5 µM; hit rate 0.3% among 340,000;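 active = mean replicate activation score at least 90 and every replicate individually at or above 90; inconclusive = only one of the two criteria met; inactive = neither criterion met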;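 also: higher luciferase means less miR-122 activity so hits act as miR-122 inhibitors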
# Casp6 inh = caspase-6 (human) enzyme inhibition; P55212; purified caspase-6, Z-VEID-R110 cleavage fluorescence; inhibition, % at 12.5 µM; hit rate 0.53% among 350,000; AID 686996;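 active = mean inhibition across replicates at least about 35%, with every replicate also reaching that limit, limit read from the data; inconclusive = only one of the two criteria met; inactive = neither criterion met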;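 also: 0% = median of neutral control wells and 100% = no fluorescence left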
# Target sequence (P55212 24-179 limits assumed): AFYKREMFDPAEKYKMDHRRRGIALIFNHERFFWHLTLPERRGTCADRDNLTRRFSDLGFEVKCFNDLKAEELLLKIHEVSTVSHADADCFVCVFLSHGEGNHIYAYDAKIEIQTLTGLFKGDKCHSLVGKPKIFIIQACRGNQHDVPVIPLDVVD
# Target sequence (P55212 194-293 limits assumed): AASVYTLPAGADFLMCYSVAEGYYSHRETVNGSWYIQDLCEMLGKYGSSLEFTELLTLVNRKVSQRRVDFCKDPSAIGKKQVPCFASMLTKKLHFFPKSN
# EWS-Fli block = inhibitors of EWS/Fli oncoprotein transcriptional activity. A673 NR0B1-luciferase reporter, viability-normalised. inhibition, % at 12.6 µM. hit rate 0.67% among 350,000. AID 651661;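 active = mean inhibition of at least 50% after viability correction, with every replicate also passing that limit; inconclusive = mean reaches 50% but only one of two replicates passes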;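 also: firefly luciferase signal divided by Alamar Blue viability fluorescence both relative to DMSO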
# PGC1a acetyl inh = lowers PGC1a acetylation signal in U2OS cells | AlphaScreen anti-acetyl-lysine; with virally co-expressed GCN5 acetyltransferase | inhibition, % at 15.6 µM | hit rate 0.17% among 350,000 | AID 651687;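 active = every replicate shows inhibition of at least 40%; inconclusive = mean inhibition at least 40% but some replicate below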;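 also: 0% = neutral control wells and 100% = positive control wells; some results beyond the cut were filed as inactive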
# FN deposit inh = fibronectin deposition inhibition. inhibition, % at 12.6 µM. AH1F fibroblasts, Alexa488-fibronectin deposition fluorescence, overnight. hit rate 0.086% among 350,000;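 active = mean inhibition across replicates of 30% or more, regardless of how many single replicates reach that level; inconclusive = mean under 30% yet at least half of replicates reach 30%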;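 also: positive control wells lacked labelled fibronectin entirely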
#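 Material: AH1F fibroblast monolayer depositing Alexa488-labelled fibronectin into matrix / Amount: 10000 AH1F cells per well / Signal: fluorescence 485/525 nm / Medium: DMEM, 2% serum / Compound: single dose, pinned / Incubation: 1 h cell adhesion before compound, then overnight fibronectin incubation / Reagent: Alexa488-FN, 24 nM final / Read-out: inhibition of fibronectin deposition signal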
# PAX8 reporter = lowers PAX8-driven luciferase in RMG-I cells; RMG-I TPO-luciferase reporter, SteadyGlo, 24 h; inhibition, % at 12.6 µM; hit rate 1.2% among 360,000; AID 652154;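 active = mean replicate inhibition at least 60% with every replicate also reaching 60%; inconclusive = only one of the two criteria is met; inactive = mean below 60% and not all replicates reaching 60%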;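 also: luciferase light reporting Pax8 driven TPO promoter activity; plate controls were median of neutral control wells for no effect and mitoxantrone controls for full effect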
# Active calls of the source: *; ? = inconclusive; / = no result given; [ ] = another dose, or the depositor's remark.
SMILES,Cneo AK release,LGR2 inh,miR122 inh,Casp6 inh,EWS-Fli block,PGC1a acetyl inh,FN deposit inh,PAX8 reporter
CC(=O)N(C)C[C@H]1[C@@H](c2ccc(-c3ccccc3)cc2)[C@@H](CO)N1C(=O)C1CC1,-1,-2,12[16.7 µM],0,-10,1,-4,2
CNC(=S)N(CCc1c(C)[nH]c2ccc(Cl)cc12)Cc1cccnc1,0,-20,1,-4,7,0,1,23
Cc1ccc(S(=O)(=O)Nc2ccc3c(c2)C(=O)N([C@@H](C)CO)C[C@@H](C)[C@H](CN(C)C(=O)Nc2ccc4c(c2)OCO4)OCCCC[C@@H](C)O3)cc1,-1,0,0[16.7 µM],-1,-6,-17,-5,-5
O=C(CNC(=O)c1ccc2ccccc2c1)NCc1ccc(F)cc1,0,3,3,-3,1,7,-2,14
O=C(O)CSc1c2c(nc3cc(C(=O)Nc4ccc(F)c(Cl)c4)ccc13)CCCC2,0,-10,-5,17,2,/,11,8
Cc1ccc(S(=O)(=O)N2CCCCC2)cc1NC(=O)Cn1c(=O)cnc2ccccc21,/,8,8,3,-11,8,4,0
C[C@H](CO)N1C[C@H](C)[C@@H](CN(C)C)Oc2ccc(NC(=O)CCN3CCOCC3)cc2C1=O,-2,-12,4[16.7 µM],1,-8,7,/,4
N#Cc1cc(Cl)c(NCC2CCCO2)cc1C#N (centres undefined),2,8,/,0,1,/,2,21
O=C(Nc1nc(-c2cccc([N+](=O)[O-])c2)cs1)c1cccc([N+](=O)[O-])c1C(=O)O,-2,5,-2,5,-4,0,-11,2
CC(=O)Nc1cc(C(=O)OCC(=O)c2ccc(C)cc2)ccc1C,-4,-70,12,9,-45,-7,1,-180
C[C@H]1CN([C@@H](C)CO)S(=O)(=O)c2ccc(C#Cc3ccc(F)cc3)cc2O[C@@H]1CN(C)C(=O)c1ccccn1,34,-4,19[16.7 µM],-4,3,-15,-2,/
CC(C)/C=C1\CC/C(=C\c2ccc(N(C)C)cc2)C1=O,/,-163,/,-2,-83,/,8,32
COc1ccccc1C(CCN(Cc1ccccc1)C(C)=O)c1ccco1 (centres undefined),3,9,0,2,4,-3,-4,-2
COc1ccc(N2CCN(C(=O)CSc3nnnn3C3CC3)CC2)cc1,-2,-5,/,-1,-4,14,-2,-9
CC(C)C(=O)NCCc1nc(-c2ccccc2Cl)no1,2,-17,3,3,-9,9,-3,-9
COC(=O)Cc1ccc(OC(=O)c2cccc(S(=O)(=O)N3CCN(C)CC3)c2)cc1,/,38,7,-7,7,-16,-13,1
O=C(NCCCn1ccnc1)/C(=C\c1cccnc1)NC(=O)c1ccco1,/,12,/,-16,-10,/,0,1
CCCc1nc(SCC(=O)Nc2nnc(CC)s2)c2c(C)c(C)sc2n1,3,/,-1,/,/,7,14,/
CCOc1ccccc1Nc1nnc(SCC(=O)Nc2cc(C)on2)s1,-7,3,0,/,/,-1,-8,/
CCOCCCN(C)C1CCN(C(=O)c2oc3ccccc3c2NC(=O)c2ccc([N+](=O)[O-])cc2)CC1,1,5,?,-7,-2,1,8,-12
O=S(=O)(N[C@H]1CC[C@H](CCn2cc(C3(O)CCCC3)nn2)O[C@H]1CO)c1ccc(Cl)cc1,-1,29,-8[16.7 µM],0,-15,-10,/,28
Cc1nc(NC(=O)C(C)(C)C)sc1[N+](=O)[O-],/,1,/,-1,6,/,7,-11
C=C1CN(Cc2ccccc2)S(=O)(=O)c2ccccc21,-2,6,2,11,-13,-19,-5,11
O=C(NC1CCCC1)c1csc2c1CCCC2,/,/,4,3,-7,-7,/,/
COC(=O)c1c(C)nc2ccccc2c1-c1ccccc1,2,/,1,/,/,2,11,-8
CCCNC(=O)[C@@H]1[C@@H](CO)[C@@H]2Cn3c(ccc(-c4ccccc4OC)c3=O)[C@@H]2N1C(=O)CC,-1,5,3[16.7 µM],0,-5,/,/,-6
CCOC(=O)N1CCN(C(=O)CSc2ccc3nnc(-c4cccnc4)n3n2)CC1,4,16,-11,2,7,1,-3,7
CCc1ccc(NC(=O)c2onc(C)c2Cl)cc1,-7,-15,8,1,-120,-1,-4,-84
COc1ccccc1C(O)c1nccn1C (centres undefined),-4,2,1,-1,8,/,-13,-5
Cc1cc(C)nc(Nc2ccc(O)cc2)n1,-3,-25,-2,0,-3,19,5,1
COc1ccc(/C=C2/SC(=S)N(CCC(=O)Nc3cccnc3)C2=O)cc1OC,/,-14,/,2,-9,/,/,4
Cc1ccc2c(cnn2C(=O)CCC(=O)NC2CCCCC2)c1,-2,38,/,-4,6,/,-1,17
CC(/C=C/C=C/c1ccccc1)=N/NC(=O)CNc1ccccc1C,-1,3,-5,/,/,8,-8,6
COCCNC(=S)N/N=C(\C)c1ccc(Cl)c(Cl)c1Cl,/,6,/,6,9,/,/,0
O=C(CCCN1C(=O)/C(=C/c2cccc(Br)c2)SC1=S)N1CCOCC1,-1,7,-5,3,-10,7,-5,1
C[C@@H]1CN([C@@H](C)CO)C(=O)c2cc(C3=CCCC3)cnc2O[C@@H]1CN(C)C(=O)C1CCC1,2,-2,-5[16.7 µM],2,-12,-2,/,/
O=C(O)C1=C[C@@H](c2ccc3c(c2)Cc2ccccc2-3)C[C@@H](OCc2ccc(CO)cc2)O1,-1,/,/,1,-40,/,/,-188
Cc1ccc(-n2nnnc2SCC(=O)c2c(N)n(C3CC3)c(=O)[nH]c2=O)c(C)c1,-1,4,3,1,11,3,-4,-8
O=C1Nc2ccccc2C(=O)N2[C@H](c3ccc(F)cc3)[C@@H]3C(=O)N(Cc4ccccc4)C(=O)[C@@H]3[C@H]12,0,-1,5,2,1,-8,6,4
CNC(=O)C[C@@H]1CC[C@@H]2[C@@H](COc3ccc(NC(=O)Nc4ccc(F)c(F)c4)cc3C(=O)N2C)O1,-3,6,-33[16.7 µM],1,-1,9,/,10
COc1ccc(NC(=S)NCc2cccs2)cc1OC,1,18,9,1,-6,4,-1,-21
CCCCNC(=O)C1C2C=CC(C2)C1C(=O)O (centres undefined),/,-4,/,1,-6,/,-13,7
CCN(CC)CCNC(=O)c1cn(CCOC)c(=O)c2c1c1ccccc1n2C,1,6,5,-8,5,-2,-3,-2
CCOC(=O)C1=C(C)N(C[C@@H]2CC[C@@H](Cc3ccc4cc(OC)ccc4c3)O2)C(=O)NC1c1ccccc1 (some centres undefined),1,23,/,-2,-7,/,/,21
CCOc1ccc(Cn2nnc(C(=O)NCCc3ccc(Cl)cc3)c2N)cc1,0,17,-4,-3,-3,-2,-23,-4
Cc1cnc(NC(=O)C2CC(=O)N(c3cccc(Cl)c3)C2)s1 (centres undefined),4,79*,81,-1,/,/,1,50
C[C@@H]1CCCCO[C@@H](CN(C)C(=O)NC2CCCCC2)[C@H](C)CN([C@@H](C)CO)C(=O)c2cc(NC(=O)CCCN(C)C)ccc2O1,2,2,0[16.7 µM],-6,-1,-10,-2,/
O=C(CN1CCCCC1)NC(=O)NC1CCCC1,/,/,/,-2,-12,5,-2,-45
CCOC(=O)COc1nc2c(c(-c3ccco3)c1C#N)CCc1ccccc1-2,-4,-2,3,0,-12,-6,-2,12
CCOc1cc(NC(=O)c2ccco2)c(OCC)cc1NC(=O)Cc1ccc(OC)c(OC)c1,1,/,1,/,/,-11,-12,12
CC(C)c1ccc(C2/C(=C(\O)c3ccc4c(c3)OCCO4)C(=O)C(=O)N2CCN2CCOCC2)cc1 (centres undefined),-1,7,-6,0,-5,-4,-8,-3
CC1CCN(CCCCOc2ccccc2-c2ccccc2)CC1,1,-4,5,3,5,-13,-3,41
Cc1ccc(S(=O)(=O)N[C@H]2CC[C@@H](CC(=O)NCc3ccncn3)O[C@@H]2CO)cc1,-6,-9,/,1,-3,1,/,-2
CCOC(=O)C1CCCN(C(=O)c2c(-c3ccccc3Cl)noc2C)C1 (centres undefined),/,/,4,/,/,3,9,22
COc1ccc2nc(NC(=O)CSc3nnc4n3C(C)(C)Cc3ccccc3-4)sc2c1,0,/,2,/,/,4,3,/
CC(=O)c1ccc(OCCCC(=O)Nc2cc(S(=O)(=O)N3CCCCC3)ccc2C)cc1,/,-6,0,6,14,-18,2,2
Cc1ccc(S(=O)(=O)N(C)C[C@H]2OCCCC[C@H](C)Oc3ccc(NC(=O)Nc4ccc5c(c4)OCO5)cc3C(=O)N([C@@H](C)CO)C[C@@H]2C)cc1,-5,5,-8[16.7 µM],-1,9,-1,-9,6
COc1ccc(C)cc1NC(=O)n1ncc2cc(Cl)ccc21,1,6,0,-1,7,4,-7,8
CCCCCCCNC(=O)C1(CC2CC(c3ccc(Cl)cc3)=NO2)CCN(C(=O)C2CCCC2)CC1 (centres undefined),-1,8,/,-3,-8,/,-1,-8
O=C(CCNS(=O)(=O)c1cccc2nsnc12)NCc1ccc(F)cc1,/,21,/,1,15,1,7,13

# 3 of the entries above in order of their number in LGR2 inh, high to low.
SMILES,LGR2 inh,miR122 inh,Casp6 inh,PGC1a acetyl inh
CCOC(=O)C1=C(C)N(C[C@@H]2CC[C@@H](Cc3ccc4cc(OC)ccc4c3)O2)C(=O)NC1c1ccccc1 (some centres undefined),23,/,-2,/
N#Cc1cc(Cl)c(NCC2CCCO2)cc1C#N (centres undefined),8,/,0,/
CCOC(=O)COc1nc2c(c(-c3ccco3)c1C#N)CCc1ccccc1-2,-2,3,0,-6

# A few values from the list.
# Value for COc1ccc(C)cc1NC(=O)n1ncc2cc(Cl)ccc21 under PAX8 reporter: 8
# Value for CCOC(=O)C1=C(C)N(C[C@@H]2CC[C@@H](Cc3ccc4cc(OC)ccc4c3)O2)C(=O)NC1c1ccccc1 (some centres undefined) under PAX8 reporter: 21

# Continued:
SMILES,Cneo AK release,LGR2 inh,miR122 inh,Casp6 inh,EWS-Fli block,PGC1a acetyl inh,FN deposit inh,PAX8 reporter
CCN(CC)CCn1c(=N)n(CC(O)c2ccc(OC)c(OC)c2)c2ccccc21 (centres undefined),/,-3,/,-14,-1,/,1,1
C[C@@H]1CCCCO[C@H](CN(C)S(C)(=O)=O)[C@@H](C)CN([C@H](C)CO)C(=O)c2cc(NS(=O)(=O)c3ccc(Cl)cc3)ccc2O1,-2,-31,13[16.7 µM],2,-11,-5,-2,7
COc1ccc(OCC(O)CNC(=O)Nc2ccc(Cl)cc2)cc1 (centres undefined),/,6,/,4,13,/,18,2
COc1ccccc1NC(=O)N1C[C@@H]2[C@H](c3ccccc31)[C@H](CO)N2CC1CCCC1,-1,15,9[16.7 µM],2,10,-22,/,0
COc1ccc(N2CCN(C3CC(=O)N(c4ccc5c(c4)OCCO5)C3=O)CC2)cc1 (centres undefined),-1,-2,1,/,/,-12,-3,/
CCOC(=O)c1c(S(=O)(=O)Nc2cccc(-c3ccno3)c2)c(C)n(C)c1C,0,-13,53,1,/,-2,-2,-1
CCOC(=O)c1sc(NC(=O)CSc2nnc(C)s2)c(C(=O)OCC)c1C,-1,/,11,/,/,/,2,-1
COc1ccccc1NC(=O)c1cnc(SC)nc1,0,-8,-6,-2,-21,11,-3,-9
CCN(CC)C(=O)Cn1cc(C(=O)C(=O)NCc2cccs2)c2ccccc21,/,-12,/,0,1,-23,2,19
O=C(N/C(=C\c1ccc2c(c1)OCO2)C(=O)N1CCOCC1)c1cccs1,-3,9,-9,/,/,-1,7,/
COc1ccc(C(=O)N/C(=C\c2cn(C)c3ccccc23)C(=O)NCCCn2ccnc2)cc1,-1,9,-1,-7,/,-14,-3,22

# Compound activity from PubChem BioAssay.
